Bioassay records: PubChem BioAssay, National Center for Advancing Translational Sciences (NCATS)
Rab9 promoter act – qHTS Assay for Rab9 Promoter Activators; 320,000 tested, 2.8% active; Huh7 Rab9 promoter-luciferase reporter, luminescence, 24 h; Potency, µM (titrated, usually from 9.22 µM), for inactives: top-dose activation, negative = inhibition, hits mostly activators; also: % of control where 0% means no effect; nearly all actives have a fitted effect of over 60% in size
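Cell-based reporter: Huh7 stable for Rab9 promoter-driven luciferase, plated in reduced-serum medium with 10% FBS at 1500 cells/well, compound-treated 24 h at 37 °C, luminescence read after 10 min reagent.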
p53 reactivation – qHTS assay for re-activators of p53 using a Luc reporter; H1299 p53-A138V BP100-luciferase reporter, luminescence, 24 h; Potency, µM (titrated, usually from 92.2 µM), for inactives: at the highest dose activity change, positive = activation, hits mostly activators; 320,000 tested, 0.063% active; also: % of control where 0% means no effect; nearly all actives have a fitted effect of over 45% in size
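H1299 (p53-null), stable ts p53-A138V + BP100-Luc; 1000 cells/well, Opti-MEM/10% FBS; cpd 4 pt, 1:5; 24 h, 37 deg C, 5% CO2; detection reagent 10 min RT; luminescence.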
uPA generation – qHTS for Inhibitors of Cell Surface uPA Generation; cell surface uPA generation assay, qHTS; Potency, µM (highest dose often 38.3 µM), inactives show at the top dose activity change, negative = inhibition, hits mostly inhibitors; 330,000 tested, 0.31% active; active = well fitted inhibition curve with a large enough effect; inconclusive = small, poorly fitted or top-dose-only effect; inactive = no such curve, though single readings can be large or run the other way; tested in mouse RAW 264.7 cells; also: % is scaled to controls: 0 for no effect and ±100 for the full control effect; nearly all actives have a fitted effect of over 55% in size
ELG1 genotoxic – qHTS screen for small molecules that induce genotoxicity in human embryonic kidney (HEK293T) cells expressing luciferase-tagged ELG1; HEK293T ELG1-luciferase reporter, luminescence, 16 h; Potency, µM (doses to about 46 µM), without a hit: at the top dose activity change, positive = activation, usual class: activators; 330,000 tested, 1.3% active; also: % of control where 0% means no effect; nearly all actives have a fitted effect of over 60% in size
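Screening used a luciferase reporter fused to human ELG1 in HEK293T cells. Luminescence was read on a CCD plate imager after 16 hr exposure and 30 min ONE-Glo incubation.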
NPC1 prom act – qHTS Assay for NPC1 Promoter Activators | Huh7 NPC1 promoter luciferase reporter, 24 h | Potency, µM (titrated, usually from 9.22 µM), inactives show at the highest dose activation, most hits filed as activators | 320,000 tested, 2.4% active;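 also: % of control where 0% means no effect; nearly all actives have a fitted effect of over 60% in size; reporter is driven by a mutant NPC1 promoter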
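In 1536-well qHTS, Huh7 cells harboring an NPC1 promoter–luciferase construct received compound for 24 h; activation was quantified by luminescence following luciferase reagent addition.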
BRCA1 expr act – qHTS Assay to Identify Small Molecule Activators of BRCA1 Expression. 380,000 tested, 1.1% active. Potency, µM (top dose mostly 46.1 µM), inactives show top-dose activation, actives largely listed as activators. MCF7-BRCA1-FFLuc reporter, luminescence, 48 h; response scale: scaled: vehicle 0%, 10 µM genistein 100%; also: nearly all actives have a fitted effect of over 80% in size; some results filed as inactive show a strong effect at the top dose
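Activators of BRCA1 expression were detected as increased firefly luciferase luminescence in engineered MCF7 cells after 48 h compound incubation. Signals were scaled to genistein 10 microM as full activation.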
RORgamma inh – qHTS for inhibitors of ROR gamma transcriptional activity; Nuclear receptor ROR-gamma (Mus musculus), P51450; Drosophila S2 Gal4-RORgamma UAS-luciferase reporter, 20 h; Potency, µM (highest dose often 53.6 µM), inactives show at the top dose activity change, negative = inhibition, most hits filed as inhibitors; 310,000 tested, 5.4% active; AID 2551, 2010; also: % is scaled to controls: 0 for no effect and ±100 for the full control effect; nearly all actives have a fitted effect of over 60% in size
Target sequence (P51450 whole entry, looked up, the tested form may be a part): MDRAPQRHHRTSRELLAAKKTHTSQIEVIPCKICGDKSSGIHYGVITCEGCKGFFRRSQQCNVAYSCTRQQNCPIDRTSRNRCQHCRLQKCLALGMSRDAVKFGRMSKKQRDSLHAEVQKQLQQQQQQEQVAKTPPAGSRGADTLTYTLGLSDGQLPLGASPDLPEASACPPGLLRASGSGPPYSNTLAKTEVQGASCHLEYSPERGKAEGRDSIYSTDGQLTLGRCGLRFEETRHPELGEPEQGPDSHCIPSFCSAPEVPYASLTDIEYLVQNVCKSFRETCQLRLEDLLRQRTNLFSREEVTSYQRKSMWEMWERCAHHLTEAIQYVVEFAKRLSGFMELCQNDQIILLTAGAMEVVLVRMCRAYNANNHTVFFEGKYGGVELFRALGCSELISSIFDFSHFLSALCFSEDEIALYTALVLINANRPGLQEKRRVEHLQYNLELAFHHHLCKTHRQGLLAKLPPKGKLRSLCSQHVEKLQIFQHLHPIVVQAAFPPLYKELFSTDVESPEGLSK
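ROR gamma transcriptional activity was tracked as Gal4-UAS luciferase output in stably transfected Drosophila Schneider cells, with compound added 1 hr before 700 uM copper sulfate induction and a 20 hr ambient-temperature incubation.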
FLuc counter – qHTS profiling assay for firefly luciferase inhibitor/activator using purifed enzyme and Km concentrations of substrates (counterscreen for miR-21 project); Luciferin 4-monooxygenase (Photinus pyralis), P08659; purified FLuc, Km substrates, luminescence inhibition; Potency, µM (top dose mostly 57.5 µM), for the others: at the highest dose activity change, negative = inhibition, actives largely listed as inhibitors; 360,000 tested, 6.9% active; AID 588342, 2011;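 also: plate controls were vehicle for no effect and reference inhibitor for full effect; nearly all actives have a fitted effect of over 55% in size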
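Biochemical qHTS of compounds, final roughly 60 µM downward over six points, against 10 nM purified firefly luciferase using Km concentrations of substrates (10 uM D-luciferin, 10 uM ATP) in Tris acetate pH 7.5 buffer; luminescence output.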
MBNL1 CUG block – qHTS Assay for Inhibitors of MBNL1-poly(CUG) RNA binding | AID 2675, 2010 | 280,000 tested, 0.036% active | TR-FRET MBNL1-His/biotin-(CUG)12 binding, 665/545 ratio | Muscleblind-like protein 1 (Homo sapiens), Q9NR56 | Potency, µM (top dose mostly 57.5 µM), for inactives: top-dose activity change, negative = inhibition, actives largely listed as inhibitors; active = well fitted inhibition curve with a large enough effect in the signal ratio, with a control signal flat, not every such curve was filed as active; inconclusive = small, poorly fitted or top-dose-only effect, or effect the other way, or a change in a side signal; inactive = no such curve, though single readings can be large or run the other way; the % refers to the signal ratio; also: % is scaled to controls: 0 for no effect and ±100 for the full control effect
Target sequence (Q9NR56 whole entry, looked up): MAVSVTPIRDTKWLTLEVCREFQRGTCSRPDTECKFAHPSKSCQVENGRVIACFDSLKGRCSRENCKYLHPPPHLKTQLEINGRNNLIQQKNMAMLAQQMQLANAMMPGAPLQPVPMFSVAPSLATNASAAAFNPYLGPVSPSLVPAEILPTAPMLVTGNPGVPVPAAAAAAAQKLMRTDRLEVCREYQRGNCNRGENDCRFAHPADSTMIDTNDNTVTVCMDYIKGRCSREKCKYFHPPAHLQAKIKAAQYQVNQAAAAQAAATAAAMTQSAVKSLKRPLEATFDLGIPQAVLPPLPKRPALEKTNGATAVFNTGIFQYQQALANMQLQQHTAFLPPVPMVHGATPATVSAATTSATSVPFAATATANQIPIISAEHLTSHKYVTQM
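Inhibition of protein-RNA binding appears as loss of TR-FRET between terbium anti-His antibody on MBNL1-His and streptavidin-XL665 on biotin-(CUG)12. Activity is normalized to buffer-only and uninhibited-complex controls.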
VP16 counter – VP16 counterscreen qHTS for inhibitors of ROR gamma transcriptional activity | Drosophila S2 Gal4-VP16 UAS-luciferase, luminescence, 20 h | Potency, µM (titrated, usually from 53.6 µM), for inactives: at the top dose activity, negative = inhibition, actives largely listed as inhibitors | 310,000 tested, 3.5% active;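 also: Gal4-VP16 expression switched on by copper sulfate through the metallothionein promoter; % is scaled to controls: 0 for no effect and ±100 for the full control effect; nearly all actives have a fitted effect of over 50% in size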
The depositor's hits bear a star; ? = inconclusive; · = not tested or not shown; [ ] = remark or other dose. Unless noted, calls follow the shape of the dose curve; as a rule, active = well fitted curve in the direction sought with a large enough effect; inconclusive = small, poorly fitted or top-dose-only effect, or another doubt; inactive = no such curve, though single readings can be large; an effect the other way counts as inactive or inconclusive. Potency is read from the fitted curve at half-maximal effect.

#1 COC(=O)COc1ccc(S(=O)(=O)N2CCN(c3ccccc3F)CC2)cc1C
#2 COc1ccc(N2CCN(C(=O)CNS(=O)(=O)c3ccc(C)c(C)c3)CC2)cc1
#3 CCNC(=S)NNC(=O)c1cc(-c2ccccc2C)nc2ccccc12
#4 CCOC(=O)c1ccc(NC(=O)CCc2c(C)nc3ncnn3c2C)cc1
#5 Cc1onc(-c2ccccc2Cl)c1C(=O)NNC(=O)c1nn(C)cc1Cl
#6 CCOC(=O)Cc1csc(NC(=O)c2ccc(C)o2)n1
#7 COCC(=O)Nc1nnc(COc2ccc(Cl)cc2)s1
#8 CCOC(CNC(=O)c1ccc2nc(N3CCC(C)CC3)sc2c1)OCC

Screen / compound no.	1	2	3	4	5	6	7	8
Rab9 promoter act	-2%	-5%	-4%	0%	-6%	11%	11%	?
p53 reactivation	10%	-2%	-7%	-2%	10%	15%	13%	5%
uPA generation	·	-1%	·	2%	-1%	·	3%	-1%
ELG1 genotoxic	10%	-6%	-6%	-2%	-2%	?	11%	?
NPC1 prom act	2%	-3%	-7%	-4%	-6%	3%	12%	?
BRCA1 expr act	11%	17%	0%	4%	5%	54%	?	?
RORgamma inh	-5%	4%	0.56µM*	-11%	-8%	3%	-43%	0%
FLuc counter	0%	-1%	17µM*	5%	1%	-13%	?	17µM*
MBNL1 CUG block	-9%	-2%	0%	?	1%	4%	4%	2%
VP16 counter	-2%[0.365 µM]	-18%	-25%	2%	-8%	25%	-11%	6%

Shown with tabs: entries from further up
nr	SMILES	Rab9 promoter act	p53 reactivation	uPA generation	ELG1 genotoxic	NPC1 prom act	BRCA1 expr act	RORgamma inh	FLuc counter	MBNL1 CUG block	VP16 counter
5	Cc1onc(-c2ccccc2Cl)c1C(=O)NNC(=O)c1nn(C)cc1Cl	-6%	10%	-1%	-2%	-6%	5%	-8%	1%	1%	-8%
3	CCNC(=S)NNC(=O)c1cc(-c2ccccc2C)nc2ccccc12	-4%	-7%	·	-6%	-7%	0%	0.56µM*	17µM*	0%	-25%
1	COC(=O)COc1ccc(S(=O)(=O)N2CCN(c3ccccc3F)CC2)cc1C	-2%	10%	·	10%	2%	11%	-5%	0%	-9%	-2%[0.365 µM]
6	CCOC(=O)Cc1csc(NC(=O)c2ccc(C)o2)n1	11%	15%	·	?	3%	54%	3%	-13%	4%	25%

(cont.)
#9 CCOC(=O)c1c(C)[nH]c(C(=O)OCc2ccccc2F)c1C
#10 CCN1CCN(c2cc(C)c3cc(NC(=O)CCC(=O)Nc4ccc(OC)c(OC)c4)ccc3n2)CC1
#11 Cc1nc(SCC(=O)NC2CCCC2)[nH]c(=O)c1C
#12 COC(=O)C(Cc1ccccc1)NC(=O)CNC(=O)c1ccccc1OC (stereo not given)
#13 CCC1CCCCN1C(=O)Cn1c(C(=O)OC)cc2sc(Cl)cc21 (stereo not given)
#14 COC(=O)C1(C(C[N+](=O)[O-])c2ccco2)C(=O)NCC1c1ccccc1 (stereo not given)
#15 COc1ccc(NS(=O)(=O)c2cccc(C(=O)NCC(c3ccccc3)N(C)C)c2)cc1 (stereo not given)
#16 Cc1ccc(C[C@H](C(=O)O)N2C(=O)c3ccc(C(=O)O)cc3C2=O)c(C)c1

Screen / compound no.	9	10	11	12	13	14	15	16
Rab9 promoter act	1.6µM*	1%	0%	-2%	-7%	-6%	-3%	-1%
p53 reactivation	?	-5%	5%	6%	-7%	-2%	-5%	·
uPA generation	3%	-6%	4%	1%	1%	-1%	-6%	·
ELG1 genotoxic	1.6µM*	1%	1%	1%	-8%	-1%	-4%	·
NPC1 prom act	1.6µM*	-7%	3%	2%	1%	-4%	2%	-1%
BRCA1 expr act	?	-5%	32%	-33%	-3%	0%	-33%	·
RORgamma inh	-5%	1%	-19%	1%	-25%	10%	·	-8%
FLuc counter	2.7µM*	-12%	-1%	-3%	3%	-1%	4%	?
MBNL1 CUG block	2%	-4%	7%	-3%	5%	-10%	·	·
VP16 counter	-5%	-2%	5%	4%	3%	1%	·	6%

#17 CN1CCc2c(sc(NC(=O)c3ccc(S(=O)(=O)N4CCCC4)cc3)c2C(N)=O)C1
#18 O=C(Cn1cc(S(=O)(=O)Cc2cccc(F)c2)c2ccccc21)N1CCOCC1
#19 O=C(O)c1ccccc1NC(=S)NC(=O)c1cccc2ccccc12
#20 O=C(CCN1C(=O)C2CC=CCC2C1=O)Nc1cccc(S(=O)(=O)N2CCCCC2)c1 (stereo not given)
#21 CCN1CCN(c2nc3ccccc3nc2C(C#N)C(=O)OCc2ccccc2)CC1 (stereo not given)
#22 CC(C)(C)CN1CCN(Cc2nc(-c3ccc(F)cc3)cs2)CC1CCO (stereo not given)
#23 Cn1c(=O)c2c(SCc3ccccn3)nc(C3CC3)nc2n(C)c1=O
#24 CCN(CC)c1ccc(NC(=O)Cn2cc3c(n2)CCC(C)C3)c(C)c1 (stereo not given)

Screen / compound no.	17	18	19	20	21	22	23	24
Rab9 promoter act	0%	7%	-3%	-4%	-3%	-19%	13%	-3%
p53 reactivation	9%	8%	-2%	-4%	7%	·	9%	-3%
uPA generation	-8%	-3%	-2%	-3%	-6%	1%	1%	?
ELG1 genotoxic	-7%	0%	-2%	0%	-1%	-1%	16µM*	-4%
NPC1 prom act	0%	0%	-3%	-1%	-1%	-22%	0%	-4%
BRCA1 expr act	-22%	28%	-20%	5%	1%	-52%	9%	-23%
RORgamma inh	-38%	-33%	-2%	·	5%	1%[1.91 µM]	-31%	-54%
FLuc counter	0%	1%	-19%	-3%	1%	2%	-1%	7%
MBNL1 CUG block	?	2%	5%	·	?	-2%	-3%	-9%
VP16 counter	-6%	-13%	5%	·	-4%	-2%	20%	11µM*

#25 Cc1ccc(C(=O)COC(=O)CNC(=O)c2cccs2)cc1
#26 COc1ccc(OCc2cc(C(=O)O)c(C)o2)cc1
#27 Cc1c(O)nc(SCC(=O)Nc2ccc3c4c(cccc24)CC3)n(-c2ccccc2)c1=O
#28 CCC(C)N1CC23C=CC(O2)C(C(=O)OC)C3C1=O (stereo not given)
#29 CCCOC(=O)c1ccc(NC(=O)CN(C)Cc2cccs2)cc1
#30 NC(=O)CC(NC(=O)c1cccc(Br)c1)c1ccc(N2CCN(c3ccccn3)CC2)c([N+](=O)[O-])c1 (stereo not given)
#31 Cn1c(=O)c2c(ncn2CC(=O)N/N=C/c2ccco2)n(C)c1=O
#32 CC(C)c1cc(C(=O)O)on1

Screen / compound no.	25	26	27	28	29	30	31	32
Rab9 promoter act	·	?	-4%	1%	0%	-5%	-2%	13%
p53 reactivation	·	-8%	-1%	2%	2%	·	8%	-2%
uPA generation	0%	·	-6%	2%	3%	6%	6%	2%
ELG1 genotoxic	·	1%	-4%	-11%	0%	2%	2%	-3%
NPC1 prom act	·	?	-1%	-3%	1%	-9%	-1%	5%
BRCA1 expr act	7%	·	-43%	6%	2%	-10%	4%	3%
RORgamma inh	-10%	?	?	-9%	2%	25%	-2%	-6%
FLuc counter	-20%	2.1µM*	-9%	1%	6%	9%	2%	-7%
MBNL1 CUG block	-3%	·	·	?	-8%	16%	5%	-3%
VP16 counter	-14%	?	-3%	22%	-12%	-21%	-6%	-8%

Looked up above.
entry 28 | RORgamma inh = -9%
entry 27 | FLuc counter = -9%
entry 31 | uPA generation = 6%
entry 25 | BRCA1 expr act = 7%

Next section.
#33 COC(=O)CN(c1cccc(OC)c1)S(C)(=O)=O
#34 CC(=O)c1c(O)cc(O)cc1O
#35 COc1ccc(NC(=O)C/C(C)=N/NC(=O)c2ccco2)c([N+](=O)[O-])c1
#36 CCN(CC)c1ccc(/C=N/Nc2nc(C)cc(C)n2)c(O)c1
#37 Cc1cccc(N2C(=O)N3[C@H](c4ccc(Br)cc4)[C@@H]4C(=O)N(C(C)(C)C)C(=O)[C@@H]4[C@]3(Cc3ccc(Cl)cc3)C2=O)c1
#38 CC(C)(C)S(=O)(=O)c1cnc(N2CCCC2)nc1N
#39 Cc1ccc(S(=O)(=O)CC(=O)N(CCCN(C)C)c2nc3ccc(C)cc3s2)cc1
#40 CN(C)c1ccc(Nc2nc(-c3cccnc3)cs2)cc1
#41 CNS(=O)(=O)c1ccc(NS(=O)(=O)c2ccccc2F)cc1

Screen / compound no.	33	34	35	36	37	38	39	40	41
Rab9 promoter act	-5%	·	-2%	-29%	1%	2%	14%	0.89µM*	-2%
p53 reactivation	-4%	·	15%	?	·	14%	1%	22%	-3%
uPA generation	3%	3%	-3%	-9%	9%	19%	-1%	-14%	25%
ELG1 genotoxic	0%	·	-15%	?	0%	-2%	-4%	1.5µM*	1%
NPC1 prom act	-4%	·	0%	-19%	-4%	-3%	16%	3.5µM*	-2%
BRCA1 expr act	3%	-6%	12%	-88%[inhibitor]	0%	0%	-34%	-9%	15%
RORgamma inh	-15%	11%	-15%	1.8µM*	9%	20%	·	?	-9%
FLuc counter	1%	·	-3%	?	4%	6%	9%	0.43µM*	5%
MBNL1 CUG block	1%	·	?	23%	8%	·	·	7%	-4%
VP16 counter	7%	-7%	8%	4.5µM*	-5%	-9%	·	?	-8%
